Source: PubChem (National Center for Advancing Translational Sciences (NCATS))
Abeta yeast res: qHTS for compounds that reverse cellular toxicity of Amyloid beta (A-beta) peptide in yeast: Primary Screen | Potency, µM (series often up to 46.1 µM), without a hit: at the top dose growth rescue, most hits filed as activators | actives 0.063% (n = 410,000) | AID 1347071, 2019 | yeast expressing A-beta42, growth rescue, OD600, 48 h; response scale: 0% DMSO, 100% iron-clioquinol control; also: potency is read from the fitted curve at half-maximal effect; nearly all actives have a fitted effect of over 55% in size
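Growth rescue measured by 600 nm absorbance after 48 h yeast culture at 30 C with compound. Values normalized between DMSO and an equimolar ferric chloride plus clioquinol control.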
DRD3 antagonist: qHTS of D3 Dopamine Receptor Antagonist: qHTS; D3R cells, DiscoveRx beta-arrestin luminescence, antagonist mode; hits give low values; max response, negative = inhibition, %; actives 2.5% (n = 360,000); AID 652054, 2013; in the data active = max response below about -50%; inconclusive = no clear call, values can overlap the other calls; also: % is scaled to controls: 0 for no effect and ±100 for the full control effect; mostly tested at two doses, the higher about 12 µM
Target sequence (P35462 whole entry, looked up): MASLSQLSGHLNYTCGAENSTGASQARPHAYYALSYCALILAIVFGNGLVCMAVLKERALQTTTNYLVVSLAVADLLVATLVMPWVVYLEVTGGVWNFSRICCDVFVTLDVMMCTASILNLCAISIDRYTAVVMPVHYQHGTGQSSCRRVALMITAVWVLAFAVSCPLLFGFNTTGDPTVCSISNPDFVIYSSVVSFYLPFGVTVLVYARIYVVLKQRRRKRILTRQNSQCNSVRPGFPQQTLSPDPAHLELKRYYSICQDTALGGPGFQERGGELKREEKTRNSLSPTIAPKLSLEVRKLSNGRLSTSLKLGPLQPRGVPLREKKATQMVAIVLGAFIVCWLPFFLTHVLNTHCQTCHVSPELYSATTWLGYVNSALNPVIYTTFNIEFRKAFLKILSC
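Cells plated overnight at 1500 cells/well, then exposed to library compounds with dopamine controls for 90 minutes at 37 degrees C. DiscoveRx reagent added for 30–60 minutes at room temperature; luminescence read, quantitative HTS format.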
FUS suppressor: qHTS for Suppressors of FUS Proteinopathy: Primary screen using FUS-linked yeast assay | AID 1347120, 2019 | actives 0.24% (n = 390,000) | Potency, µM (highest dose often 76.6 µM), for the others: at the top dose growth rescue (activation), actives largely listed as activators | S. cerevisiae FUS-expressing, growth rescue, OD600, 24 h;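 also: potency is read from the fitted curve at half-maximal effect; plate controls were DMSO vehicle for no effect and reference control for full effect; nearly all actives have a fitted effect of over 55% in size; some results filed as inactive show a strong effect at the top dose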
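Cultures pregrown in 2.5% raffinose medium are shifted to minimal medium containing 2% galactose to express toxic FUS. Compounds are tested at several concentrations. After 24hr at 30C, growth is quantified at 600 nm absorbance.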
Akt phos inh: HTS Assay for Inhibitors of Akt Phophorylation: Primary Screen. Neuro2A IGF-stimulated pAkt S473 HTRF, 20 min; hits give low values. actives 0.32% (n = 360,000). AID 651550, 2012. activity change, % for hits at 50 µM; in the data active = activity change below about -80%; inconclusive = mostly about -51% to -80%; also: % is scaled to controls: 0 for no effect and ±100 for the full control effect
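Neuro2A cells in DMEM with 0.5% FBS, overnight at 37 deg C, given compound at single 50 µM final, then IGF (6 nM final) for 20 min at 37 deg C. Lysed; phospho-Akt Ser473 by HTRF after 24 h, 665/615 ratio.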
GLP1R ag: qHTS of GLP-1 Receptor Agonists; Glucagon-like peptide 1 receptor (Homo sapiens), P43220; actives 0.007% (n = 380,000); HEK293 GLP-1R CRE-luciferase, luminescence, 4-6 h; cells express a hypersensitive GLP-1R form; Potency, µM (highest dose often 45.6 µM), without a hit: at the top dose activation, hits mostly activators; AID 624172, 2012; also: potency is read from the fitted curve at half-maximal effect; % of control where 0% means no effect
Target sequence (P43220 whole entry, looked up): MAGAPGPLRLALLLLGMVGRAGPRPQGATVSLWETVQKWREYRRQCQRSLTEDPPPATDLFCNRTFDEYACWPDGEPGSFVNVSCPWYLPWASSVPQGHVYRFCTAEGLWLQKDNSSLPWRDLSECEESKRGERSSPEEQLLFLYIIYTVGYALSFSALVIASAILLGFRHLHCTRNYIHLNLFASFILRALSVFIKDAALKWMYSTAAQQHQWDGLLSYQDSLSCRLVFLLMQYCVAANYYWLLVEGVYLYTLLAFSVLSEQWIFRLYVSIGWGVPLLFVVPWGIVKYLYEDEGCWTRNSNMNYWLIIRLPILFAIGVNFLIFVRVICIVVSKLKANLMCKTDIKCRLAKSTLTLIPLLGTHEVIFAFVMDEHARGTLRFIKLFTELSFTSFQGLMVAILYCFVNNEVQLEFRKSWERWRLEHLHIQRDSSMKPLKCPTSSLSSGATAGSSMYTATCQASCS
TDP-43 yeast inh: qHTS of TDP-43 Inhibitors | TDP-43 expressing yeast growth rescue, BacTiter-Glo, 24 h | Potency, µM (series often up to 46.1 µM), without a hit: at the top dose growth rescue (activation), actives largely listed as activators | actives 1.8% (n = 410,000); also: potency is read from the fitted curve at half-maximal effect; % of control where 0% means no effect; nearly all actives have a fitted effect of over 50% in size
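Luminescence from BacTiter-Glo reports growth of TDP-43-expressing yeast after 24 hr at 30 deg C with compound. Cells were raffinose-pregrown to mid-log, then seeded in galactose medium at OD600=0.02.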
GLP-1R inv ag: qHTS of GLP-1 Receptor Inverse Agonists (Inhibition Mode). AID 624417, 2012. HEK293 GLP-1R CRE-luciferase, luminescence, 24 h; GLP-1R form is constitutively active. Potency, µM (doses to about 38.3 µM), inactives show at the top dose activity change, negative = inhibition, most hits filed as inhibitors. actives 1.6% (n = 410,000). Glucagon-like peptide 1 receptor (Homo sapiens), P43220; also: potency is read from the fitted curve at half-maximal effect; % is scaled to controls: 0 for no effect and ±100 for the full control effect; nearly all actives have a fitted effect of over 55% in size
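Inverse agonism was detected as reduced cAMP-driven luciferase luminescence after 24 h compound treatment. The cells were HEK293 clones expressing constitutively active human GLP-1R with the reporter. Reporter-only and GPR119 cell lines served as counterscreen controls.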
aSyn yeast inh: qHTS of alpha-syn Inhibitors. Yeast expressing alpha-synuclein, growth rescue, BacTiter-Glo, 24 h. Potency, µM (top dose mostly 46.1 µM), without a hit: top-dose growth rescue (activation), actives largely listed as activators. actives 0.14% (n = 370,000). AID 652106, 2013; also: potency is read from the fitted curve at half-maximal effect; % of control where 0% means no effect; nearly all actives have a fitted effect of over 65% in size
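Readout is rescue of growth in alpha-synuclein-expressing yeast, so inhibitors of toxicity appear as activators. Growth after 24 hr at 30 deg C in galactose medium is quantified by luminescence.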
PTHR1 ag: qHTS for PTHR1 Agonists: Primary Screen; actives 0.075% (n = 410,000); Parathyroid hormone/parathyroid hormone-related peptide receptor (Homo sapiens), Q03431; Potency, µM (titrated, usually from 115 µM), without a hit: at the top dose activation, actives largely listed as activators; HEK293 GP2 PTHR1 cells, GloSensor cAMP luminescence, 1 h; AID 743266, 2014; also: potency is read from the fitted curve at half-maximal effect; nearly all actives have a fitted effect of over 55% in size; some results filed as inactive show a strong effect at the top dose; inactives centre near -15; many of its hits are not listed in these tables
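HEK-293-derived GP2 cells expressing PTHR1 and a GloSensor cAMP reporter, 3,000/well, plated overnight, given luciferin plus IBMX (each 0.5 mM as added) for 1 h at 37 °C, then compound for 1 h at 37 °C. Luminescence was read after 15 min at room temperature.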
* marks the source's active call; other numbers are inactive results; i = inactive; ? = inconclusive; nt = no result given; & = joins results of further samples; [ ] = remark or other dose. Unless noted, calls follow the shape of the dose curve; as a rule, active = well fitted curve in the direction sought with a large enough effect; inconclusive = small, poorly fitted or top-dose-only effect, or another doubt; inactive = no such curve, though single readings can be large; an effect the other way counts as inactive or inconclusive.

SMILES	Abeta yeast res	DRD3 antagonist	FUS suppressor	Akt phos inh	GLP1R ag	TDP-43 yeast inh	GLP-1R inv ag	aSyn yeast inh	PTHR1 ag
COc1ccc2[nH]c(=O)c(C(=O)O)cc2c1	-8%	9	2%	i	-2%	0%	32%	3%	-14%
Cc1ccc(Cl)cc1NC(=O)CN1C(=O)c2cccc3cccc1c23	-10%	nt	12%	nt	-1%	6%	8%	nt	-93%[inhibitor]
OCC[C@@H]1C[C@H](O)[C@@H](O)[C@@]2(OCc3ccccc32)O1	-6%	40	-19%	i	1%	12%	3%	-4%	-23%
O=C(CN1C(=O)c2ccccc2C1=O)Nc1ccc(S(=O)(=O)NCC2CCCO2)cc1 (configuration not stated)	3%	5	0%	i	7%	-10%	2%	8%	i
O=C(NCc1cccc(F)c1)c1cccc(NC(=O)c2nsc3ccccc23)c1	14%	nt	8%	nt	nt	?	?	nt	i
Cc1cc(OCC(=O)N(Cc2ccco2)c2c(N)n(Cc3ccccc3)c(=O)[nH]c2=O)ccc1Cl	-10%	-16	-7%	i	-6%	-2%	-32%	2%	-18%
O=C(O)COc1ccccc1C(Nc1cccnc1)c1cc(Cl)c2cccnc2c1O (configuration not stated)	-26%	-4	?	i	-2%	-16%	-3%	-6%	-2%
CCc1ccccc1NC(=O)CSc1nnc(-c2ccco2)n1N	1%	-17	-7%	i	-8%	-14%	6%	-3%	i
CN(Cc1ccc2c(c1)OCCO2)C(=O)CSc1ncnc2sccc12	-31%	20	nt	i	21%	?	-55%	0%	-31%
CCOc1ccc(NC(=O)N2CCN(Cc3cc(=O)n4nc(-c5ccc(OC)cc5)sc4n3)CC2)cc1	-18%	nt	2%	nt	nt	15%	17%	nt	i
NS(=O)(=O)c1cccc(NC(=O)COC(=O)Cc2ccc(Cl)cc2)c1	-6%	10	14%	i	10%	-14%	-9%	-1%	-5%
Cc1cnc(CNC(=O)c2ccc3oc(Cc4ccc(Cl)cc4)nc3c2)cn1	-10%	8	13%	i	2%	24%	?	2%	-44%[inhibitor]
CCOc1ccccc1-n1c(SCC(=O)NC(C)CC)nnc1-c1ccoc1C (configuration not stated)	10%	0	13%	i	12%	-4%	-9%	0%	-2%[57.5 µM]
O=C(NN=C1CCCC1)c1ccc(Cl)cc1	-21%	-1	-21%	i	-1%	-1%	11%	-4%	-7%
COc1cc(OC)cc(OCC(O)Cn2ccnc2)c1 (configuration not stated)	17%	7	-7%	i	0%	3%	-14%	3%	-8%[57.5 µM]
CCC1=NN2C(=N)/C(=C\c3ccc(OCCOc4ccccc4OC)cc3)C(=O)N=C2S1	18%	13	16%	i	0%	9%	13%	-1%	-29%
O=C(Cn1cc([N+](=O)[O-])cn1)NCCc1nc2ccccc2[nH]1	4%	-1	6%	i	-1%	-6%	14%	0%	i
CC12CCCCC1c1ccccc1C(=NCC(=O)O)N2 (configuration not stated)	13%	24	-5%	nt	-1%	-25%	0%	nt	-17%
COc1ccccc1CCNC(=O)C(=O)NCC1OCCN1S(=O)(=O)c1ccc(F)cc1 (configuration not stated)	10%	2	34%	i	2%	0%	-8%	3%	-25%
COc1ccc(CNC(=O)C2CCC(CNS(=O)(=O)c3ccccc3)CC2)cc1 (configuration not stated)	2%	-23	11%	i	-4%	-23%	?	-8%	16%
CCOC(=O)CNC(=S)N(Cc1cccs1)C1CCCCC1	11%	5	nt	i	4%	?	?	-1%	i
O=S1(=O)CC(N2CCSCC2)CN1Cc1cn(Cc2ccc(Cl)cc2)nn1 (configuration not stated)	-7%	-5	-12%	i	0%	17%	23%	0%	i
O=C(c1ccccc1)n1ccc(-c2cccs2)n1	0%	23	-5%	i	0%	?	25%	4%	i
COc1cccc2cc(C(=O)Oc3ccccc3)c(=O)oc12	6%	1	13%	i	2%	0%	9%	2%	-30%[inhibitor]
NC(=O)CCS(=O)(=O)c1ccccc1	-15%	18	-4%	i	-7%	-15%	0%	-11%	8%

Other records follow.
SMILES	Abeta yeast res	DRD3 antagonist	FUS suppressor	Akt phos inh	GLP1R ag	TDP-43 yeast inh	GLP-1R inv ag	aSyn yeast inh	PTHR1 ag
O=C(Nc1ccc(F)cc1)c1cc(S(=O)(=O)N2CCCCC2)ccc1F	nt	-23	-8%	i	2%	6%	?	-9%	-13%
CC(=O)c1c(-c2ccccc2)c2ccccc2[nH]c1=O	-3%	-14	22%	i	11%	-9%	-5%	-3%	-55%[inhibitor]
CC(C)(C(=O)N1CCC1(C)C(=O)NS(=O)(=O)c1cccc(F)c1)c1ccccc1 (configuration not stated)	-2%	0	-15%	i	-3%	9%	-3%	-3%	i
COc1ccc(C(=O)NCC(=O)OCC(=O)NC2CCCCCC2)cc1OC	4%	14	4%	i	17%	14%	21%	0%	i
COc1ccc(OCC(=O)Nc2nc(-c3ccc(Br)cc3)ns2)cc1	-15%	nt	4%	nt	nt	3%	?	nt	-8%
Brc1cccc(Nc2nc(-c3cccnc3)cs2)c1	-42%[inhibitor]	-20	7%	i	20%	3.2µM*	?	-8%	-45%
COc1ccc(NC(=O)COc2ccccc2F)cc1S(=O)(=O)N1CCCCC1	2%	-1	12%	i	18%	19%	4%	-4%	i
N#C/C(=N\O)c1nc(-c2ccccc2)cs1	-41%&-4%[inhibitor]	-20&35	7%&12%	i	-2%&-8%	-85%&-16%[inhibitor]	5%&4%	-6%	-49%&-3%
COc1ccc(NC(=O)C(=O)NCC(=O)Nc2cccc(C(F)(F)F)c2)cc1	-6%	12	-11%	i	-1%	-2%[9.22 µM]	-14%	3%	-12%
COc1ccc(S(=O)(=O)NCCSC(C)(C)C)c(Cl)c1Cl	-44%[inhibitor]	-9	38%	i	11%	-1%	-1%	-10%	-7%[57.5 µM]
Cc1ccc(CN2CCN(c3ccccc3Cl)CC2)o1	22%	-76*	-9%	i	-1%	4%	-13%	3%	i
C=CC[C@@H](CC(=O)N[C@H](CO)Cc1ccccc1)C(=O)N[C@H](C)COC(=O)[C@@H](CC=C)CC(=O)OC(C)(C)C	-11%	0	32%	i	-6%	-3%	3%	-3%	i
Cc1ccccc1-c1ccc(=O)n(CC(=O)Nc2ccc(-n3cnnn3)cc2)n1	3%	-17	17%	i	11%	-22%	2%	3%	-23%
CC(=O)Nc1cccc(C(=O)NNC(=O)c2ccc(NS(=O)(=O)c3cccs3)cc2)c1	-3%	-19	-18%	i	-7%	-19%	2%	-1%	-12%
CCCCN(CCCC)S(=O)(=O)c1ccc2oc(C(=O)NCc3ccc(C)cc3)c(C)c2c1	-4%	nt	-5%	nt	nt	6%	-6%	nt	-27%

Arranged by formula weight (low to high): 6 of the compounds above.
SMILES	Abeta yeast res	DRD3 antagonist	FUS suppressor	Akt phos inh	GLP1R ag	TDP-43 yeast inh	GLP-1R inv ag	aSyn yeast inh	PTHR1 ag
Cc1ccc(CN2CCN(c3ccccc3Cl)CC2)o1	22%	-76*	-9%	i	-1%	4%	-13%	3%	i
COc1ccc(S(=O)(=O)NCCSC(C)(C)C)c(Cl)c1Cl	-44%[inhibitor]	-9	38%	i	11%	-1%	-1%	-10%	-7%[57.5 µM]
O=C(Nc1ccc(F)cc1)c1cc(S(=O)(=O)N2CCCCC2)ccc1F	nt	-23	-8%	i	2%	6%	?	-9%	-13%
COc1ccc(C(=O)NCC(=O)OCC(=O)NC2CCCCCC2)cc1OC	4%	14	4%	i	17%	14%	21%	0%	i
CC(=O)Nc1cccc(C(=O)NNC(=O)c2ccc(NS(=O)(=O)c3cccs3)cc2)c1	-3%	-19	-18%	i	-7%	-19%	2%	-1%	-12%
C=CC[C@@H](CC(=O)N[C@H](CO)Cc1ccccc1)C(=O)N[C@H](C)COC(=O)[C@@H](CC=C)CC(=O)OC(C)(C)C	-11%	0	32%	i	-6%	-3%	3%	-3%	i

Only part of the results is shown (hit frequency here may not be typical).
